inhibitors of VEEV – inhibitors of VEEV TC-83 cytopathic effect, confirmation, Vero cells (AID 588727); Vero cells, VEEV TC-83 cytopathic effect inhibition; higher % means a stronger effect; 0.13% of 350,000 active; one-dose inhibition, % at 20 µM; IC50 in µM for titrated hits; in the data active = a potency from the dose series; inconclusive = inhibition mostly from about 14% at the one dose, without a potency; inactive = the rest, 99 in 100 with inhibition below about 12%; also: strong numbers were not always called active
M. tuberculosis – growth inhibition of non-replicating M. tuberculosis (AID 488890). Mycobacterium tuberculosis non-replicating, growth inhibition; higher % means a stronger effect. one-dose inhibition, % at 25 µM; IC50 in µM for titrated hits. 0.39% of 320,000 active; in the data active = a potency from the dose series; inconclusive = inhibition mostly from about 82% at the one dose, without a potency; inactive = the rest, 99 in 100 with inhibition below about 76%;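 also: plate controls were DMSO cells for no effect and high antibiotic wells for full effect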
M. tuberculosis HTS – M. tuberculosis growth inhibition, HTS (AID 449762) | M. tuberculosis H37Rv growth inhibition, 7H9 media; higher % means a stronger effect | one-dose inhibition, % at 25 µM; IC50 in µM for titrated hits | 0.59% of 330,000 active; in the data active = a potency from the dose series; inconclusive = inhibition above about 70% without an active follow-up result;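 also: bacterial growth assessed after seven days of incubation; strong numbers were not always called active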
PhoP GFP inhibition – Inhibition of PhoP regulon, Salmonella typhi GFP reporter cells, confirmation, 4 h (AID 1850). Salmonella Typhi PhoP-promoter GFP reporter, fluorescence, 4 h; higher % means a stronger effect. inhibition, % at 50 µM, or IC50 in µM where a hit was titrated. 0.33% of 310,000 active; in the data active = a potency from the dose series; inconclusive = inhibition mostly from about 25% at the one dose, without a potency; inactive = the rest, 99 in 100 with inhibition below about 19%;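 also: 0% = induced wells with vehicle and 100% = uninduced wells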
H1N1 NS1A inhibition – NS1A inhibition, H1N1 influenza, cell based functional assay (AID 504329) | 0.3% of 340,000 active | NS1A functional cell-based assay, percent inhibition; higher % means a stronger effect | one-dose inhibition, % at 12.5 µM; IC50 in µM for titrated hits; in the data active = a potency from the dose series; inconclusive = inhibition above about 27% without an active follow-up result; also: strong numbers were not always called active
inhibitors of VEEV 10K pilot screen – also measured in inhibitors of VEEV; calls as there; inhibition, %; measured here: 10K pilot screen inhibition
Starred values were filed as active, the others as inactive; i = inactive; ? = inconclusive; / = no result given.

SMILES	inhibitors of VEEV	M. tuberculosis	M. tuberculosis HTS	PhoP GFP inhibition	H1N1 NS1A inhibition	others
O=C(c1ccccc1F)N1CCN(c2ccc([N+](=O)[O-])c(N3CCOCC3)c2)CC1	1.9%	-2%	-8%	-8%	-3%
Cc1cc(C)nc(-n2nc(C)cc2NC(=O)CNCc2ccccc2)n1	3.2%	37%	1%	-2%	13%
COc1ccc(N(C(=O)Cn2nnc3ccccc32)C(C(=O)NC(C)(C)C)c2ccc(OC)c(O)c2)cc1 (centres undefined)	0.7%	7%	5%	-2%	15%
CCC1(C)N([O-])C(C)=C(c2ccccc2)[N+]1=O (centres undefined)	0.8%	-3%	2%	-8%	-7%
CC1CN(C(=S)Nc2ccc(S(N)(=O)=O)cc2)CC(C)O1 (centres undefined)	1.4%	-18%	-14%	-7%	24%
Cc1cc(C(=O)COC(=O)c2ccncc2)c(C)n1Cc1ccco1	0.9%	65%	5%	-11%	9%
CC(=O)/C(=N\Nc1ccc(C)cc1)N1CCOCC1	2.3%	9%	99%	-2%	-7%
COc1ccc2nc3ccccc3nc2c1NC(=O)c1ccccc1Cl	8.2%	-2%	-5%	-24%	2%	inhibitors of VEEV 10K pilot screen=6.0
CCOc1ccccc1NC(=O)Cn1nc(-c2ccco2)ccc1=O	3.3%	3%	-3%	8%	5%
O=C(O)c1ccc(Nc2ncnc3scc(-c4ccccc4)c23)cc1	9.6%	-5%	9%	9%	1%

Looked up by structure from the list above, 3 records:
SMILES	inhibitors of VEEV	M. tuberculosis	M. tuberculosis HTS	PhoP GFP inhibition	H1N1 NS1A inhibition	others
COc1ccc(N(C(=O)Cn2nnc3ccccc32)C(C(=O)NC(C)(C)C)c2ccc(OC)c(O)c2)cc1 (centres undefined)	0.7%	7%	5%	-2%	15%
CC1CN(C(=S)Nc2ccc(S(N)(=O)=O)cc2)CC(C)O1 (centres undefined)	1.4%	-18%	-14%	-7%	24%
Cc1cc(C(=O)COC(=O)c2ccncc2)c(C)n1Cc1ccco1	0.9%	65%	5%	-11%	9%

The list goes on.
SMILES	inhibitors of VEEV	M. tuberculosis	M. tuberculosis HTS	PhoP GFP inhibition	H1N1 NS1A inhibition	others
Cc1ccc(-n2cc(S(=O)(=O)c3ccc(C)cc3)[nH]c2=O)cc1	i	-11%	-2%	0%	6%
Cc1ccc(NC(=O)COC(=O)COc2ccc3ccc(=O)oc3c2)cc1[N+](=O)[O-]	1.4%	-3%	-2%	/	-2%
CC(C)(O)C#Cc1ccc(CN2CCCC(CO)(Cc3cccc(Cl)c3)C2)cc1 (centres undefined)	1.5%	46%	9%	-4%	4%	inhibitors of VEEV 10K pilot screen=3.7
CCOC(=O)C(=O)c1csc(NC(=O)COc2ccc(N(C)S(=O)(=O)c3ccc(F)cc3)cc2)n1	1.3%	10%	-10%	-7%	-9%
CCCCSCCCNC(=O)C1CCC(CNS(=O)(=O)c2ccccc2)CC1 (centres undefined)	0.2%	60%	65%	9%	-20%
O=C(O)CCC(=O)Nc1ccc(S(=O)(=O)c2ccc(NC(=O)CCC(=O)O)cc2)cc1	1.2%	13%	-2%	16%	-1%
CC1CCN(c2ccc(-c3ccc(NC(=O)c4ccco4)cc3)nn2)CC1	4.0%	51%	?	-4%	1%
Cc1cc(NC(=O)CSc2ccc(Cl)cc2)no1	1.4%	?	?	0%	-1%
COc1ccc2c(C(=O)c3ccc(C)cc3)n(CCCC(N)=O)[n+]([O-])c2c1	0.2%	1%	8%	-5%	1%	inhibitors of VEEV 10K pilot screen=0.3
CCn1cc(Br)c(C(=O)Nc2nccs2)n1	0.7%	-5%	14%	-1%	-4%
CC(NC(=O)CN1CCOCC1)c1ccc(F)cc1 (centres undefined)	i	3%	-4%	3%	0%
CCOC(=O)c1cc(=O)cc(C(=O)OCC)o1	2.0%	-3%	-7%	3%	3%
Cc1cccc(NC(=O)c2cnc3sccn3c2=O)c1	1.6%	14%	-4%	-25%	31%
O=C(CCc1ccccc1)NCCCNC(=O)CCc1ccccc1	2.1%	-1%	-12%	/	-10%
CC(=O)Oc1cccc(N2C(=O)c3ccc(C(=O)Nc4c[nH]c(=O)[nH]c4=O)cc3C2=O)c1	i	-14%	-2%	-6%	9%
Cc1ccc(C)c(N2N=C(C(=O)OCc3nnc(-c4cccs4)o3)CCC2=O)c1	1.2%	/	/	/	-1%
CC(C)C(NC(=O)c1ccc(C(C)(C)C)cc1)C(=O)NCC(c1ccccc1)N(C)C (centres undefined)	i	21%	2%	4%	-5%
O=C(Nc1ccc(S(=O)(=O)N2CCOCC2)cc1)c1ccc([N+](=O)[O-])cc1Cl	4.0%	34%	0%	4%	1%
N#C/C(=C\c1cc(Cl)cc(Cl)c1O)C(=O)NC1CCCCC1	i	?	8%	-10%	6%
O=C(COC(=O)c1cccnc1Cl)Nc1cccc(S(=O)(=O)N2CCOCC2)c1	2.6%	-16%	1%	/	4%
CSc1nccc(N/N=C/c2ccccc2)n1	0.2%	-12%	1%	-15%	2%
O=[N+]([O-])c1ccc(CSc2ncnc3ccccc23)cc1	8.2%	?	14%	9%	3%
COC(=O)c1ccc(CSc2nccn2C)cc1	i	-4%	5%	3%	0%	inhibitors of VEEV 10K pilot screen=0.1
CCOC(=O)N1CCN(Cc2ccccc2Cl)CC1	1.8%	11%	0%	-4%	-1%
CC1Sc2ccc(S(=O)(=O)CCC(=O)Nc3ccccc3Cl)cc2NC1=O (centres undefined)	1.3%	-6%	1%	4%	-5%
COc1ccccc1/C=C/C(=O)Oc1cccc2cccnc12	0.7%	?	?	-2%	-9%
O=C(C[C@@H]1C/C=C\CCCC(=O)OC[C@@H]2CCCN2C1=O)NCCO	0.0%	4%	7%	/	-8%
CC(NS(C)(=O)=O)c1nnc2n1-c1ccc(Br)cc1C(c1ccccc1Cl)=NC2 (centres undefined)	i	-10%	-3%	-2%	1%
CCC(=O)Nc1cccc(-c2nnc(-c3cccc(NC(=O)CC)c3)o2)c1	13%	12%	0%	-6%	3%
COCCN1C(=O)N[C@@H](c2ccco2)C(C(C)=O)=C1C	0.5%	11%	0%	-3%	-8%
CN(Cc1cccnc1)C(=O)c1cc(S(=O)(=O)Nc2ccccc2F)ccc1Cl	0.7%	/	/	/	9%
Cc1ccc(OP(=O)(Nc2c(C)n(C)n(-c3ccccc3)c2=O)Oc2ccc(C)cc2)cc1	0.0%	6%	-5%	-5%	-7%	inhibitors of VEEV 10K pilot screen=0.1
CC1(C)C(=O)OC(c2c(F)c(F)c(F)c(F)c2F)C2(CCCCC2)C1=O (centres undefined)	0.3%	2%	4%	-7%	-4%
COCc1c(C(=O)NCc2ccccc2CN2CCCC2)oc2ccccc12	0.1%	29%	-8%	/	3%
C/C(Cc1ccccc1)=N\NC(=O)CNC(=O)c1ccc2c(c1)OCCO2	0.6%	0%	6%	2%	9%
O=C(NCc1ccccc1)NC1(C(=O)N2CCOCC2)CCCCC1	1.9%	-20%	-1%	8%	-1%
C=CCn1cnc2c(nnn2-c2ccc(Cl)cc2)c1=O	1.0%	10%	6%	13%	-2%
COc1ccc(-n2c(SCC(=O)c3ccc[nH]3)nnc2-c2ccccc2)cc1	0.1%	8%	-17%	1%	2%
CC(C)(C)OC(=O)CN1c2cccc3cccc(c23)S1(=O)=O	0.4%	-2%	3%	-4%	-19%
Cc1ccc(S(=O)(=O)NCC(c2cccnc2)N2CCc3ccccc32)cc1 (centres undefined)	3.8%	43%	9%	-25%	4%
Cc1noc(C)c1S(=O)(=O)Nc1ccc(C(=O)NC2CCCCCC2)cc1	0.8%	-5%	6%	-5%	3%
CCSc1nnc(NC(=O)C(C)(C(F)(F)F)C(F)(F)F)s1	2.9%	54%	7%	3%	4%
COc1ccc(S(=O)(=O)Nc2ccccc2C(=O)NCc2ccco2)cc1Br	1.6%	2%	-2%	4%	-11%
S=C(NCc1ccncc1)NC1CCCC1	0.9%	2%	1%	3%	0%
Cc1ccc(/C=N/NC(=S)NC(C)C)o1	1.5%	?	42µM*	-6%	6%
CCCCNC(=O)OCC(CC)NC(=O)OC(C)C (centres undefined)	0.4%	8%	2%	-12%	-11%
COc1ccccc1NC(=O)Nc1ccccc1Br	0.6%	4%	3%	-3%	6%
Cc1cc(Cl)ccc1OCC(=O)Nc1ccccc1N1CCOCC1	3.8%	45%	5%	-4%	-10%
COc1cc(NC(=O)C2CCCN2C(=O)C2CCC(C)CC2)cc(OC)c1OC (centres undefined)	0.3%	-21%	-8%	7%	-2%
CCOC(=O)c1cnc2ccc(OC)cc2c1Nc1ccc(N2CCN(C)CC2)cc1	1.2%	78%	37%	19%	23%
Going on with the list.
SMILES	inhibitors of VEEV	M. tuberculosis	M. tuberculosis HTS	PhoP GFP inhibition	H1N1 NS1A inhibition	others
c1ccc(-c2noc(CC3CCCCC3)n2)nc1	i	1.2µM*	7%	-4%	-13%
O=C(Nc1cc(F)ccc1F)c1ccc(-n2cncn2)c([N+](=O)[O-])c1	8.7%	/	3%	5%	4%
O=C(NC1CCCCC1)c1ccccc1NC(=O)C1CC(=O)N(c2ccc(Cl)cc2)C1 (centres undefined)	0.2%	18%	-6%	-6%	-4%
CC(C)(C)c1ccc(-c2nnc(SCC(=O)NC3CC3)o2)cc1	0.9%	?	?	/	-13%
CCCCCCCCNC(=O)c1cccnc1SCC(=O)Nc1ccccc1OC	2.5%	17%	7%	-4%	-8%
CC12CN3CC(C)(CN(C1)C3c1ccccc1)C2O (centres undefined)	1.4%	-10%	-5%	-2%	-3%
COc1ccc2nc(C)cc(Nc3ccccc3O)c2c1	1.3%	?	?	15%	2%
Cc1ccc(-n2nnnc2-c2ccccc2Br)cc1	0.5%	0%	11%	2%	/
CN(C)C(=O)CN1C(=O)c2cccc3cccc1c23	i	16%	10%	-1%	3%
C/C(CCc1ccccc1)=N\NC(=O)C(=O)Nc1cccc(Cl)c1	1.6%	42%	?	10%	-5%
COc1ccc(C(=O)NCCNc2nc3c(C)cccc3cc2C#N)cc1	2.1%	7%	-1%	-2%	3%
CC1CC(C)CN(CC(=O)N2c3ccccc3CCc3ccccc32)C1 (centres undefined)	1.7%	-6%	-1%	9%	7%
Cc1cc(C)c(C)c(OCCOCCN2CCOCC2)c1	i	11%	3%	-5%	2%
COc1ccc(C(CCNCc2ccc(N(C)C)cc2)C(C)C)cc1 (centres undefined)	i	-5%	11%	-1%	39µM*
CCN1C(=O)[C@H]2[C@@H](c3ccc(-c4ccc(C(C)=O)cc4)cc3)N[C@@](C)(C(=O)OC)[C@H]2C1=O	i	-2%	8%	/	-1%
O=C1NC(=O)/C(=C/c2ccco2)N1	2.0%	-4%	-10%	/	-20%
CN(CC(=O)Nc1ccc(S(N)(=O)=O)cc1)c1ccccc1	0.5%	6%	1%	14%	0%	inhibitors of VEEV 10K pilot screen=1.5
O=C(CN1CCCC1)N1c2ccccc2C=Cc2ccccc21	0.2%	6%	-4%	3%	-3%
CCOC(=O)CN1N=C(c2ccc(Cl)cc2)CCC1=O	i	-11%	-5%	6%	21%
O=C(N/N=C/c1c(O)n(Cc2ccc(F)cc2)c(=O)[nH]c1=O)c1ccccc1O	7.2%	-6%	1%	0%	2%
O=C(CNCCO)N1CCc2ccccc21	0.3%	-13%	2%	0%	1%
CC(C)(C)c1ccc(C(=O)NC(CC(=O)O)c2ccc(OC3CCCC3)cc2)cc1 (centres undefined)	i	23%	-7%	-3%	-8%
O=C(CSc1nc2ccc([N+](=O)[O-])cc2[nH]1)NC1CCCCCC1	8.0%	?	60%	-4%	3%
O=C(c1ccccc1)c1ccc(OCC(O)CNCc2ccc(Cl)cc2)cc1 (centres undefined)	i	68%	?	19%	-15%
CCCn1c(C2CCCN2c2nc(-c3ccc(OC)cc3)cs2)nc2ccccc21 (centres undefined)	0.8%	38%	4%	2%	-1%
COc1cccc(NC(=O)N2CCCC2C(=O)NCc2ccccc2F)c1 (centres undefined)	0.8%	-4%	5%	1%	-11%
Cc1cccc(NC(=O)COc2ccc(Br)cc2)n1	4.0%	7.1µM*	?	13%	6%

Some of these compounds in order of length of the SMILES, high to low.
SMILES	inhibitors of VEEV	M. tuberculosis	M. tuberculosis HTS	PhoP GFP inhibition	H1N1 NS1A inhibition	others
O=C(CSc1nc2ccc([N+](=O)[O-])cc2[nH]1)NC1CCCCCC1	8.0%	?	60%	-4%	3%
COCCN1C(=O)N[C@@H](c2ccco2)C(C(C)=O)=C1C	0.5%	11%	0%	-3%	-8%
C=CCn1cnc2c(nnn2-c2ccc(Cl)cc2)c1=O	1.0%	10%	6%	13%	-2%
CC12CN3CC(C)(CN(C1)C3c1ccccc1)C2O (centres undefined)	1.4%	-10%	-5%	-2%	-3%

An unsorted share of the library; overall some 1.5% were active at least once.
